# S2 tox = viability counter-screen for ATXN expression inhibitors; S2 cells (HEK-293 line with an ATXN2-luciferase reporter) viability, CellTiter-Fluor protease fluorescence, 24 h; Potency, µM (series often up to 56.7 µM), actives largely listed as cytotoxic; AID 651635; 0.49% of 400,000 active; also: potency is read from the fitted curve at half-maximal effect; nearly all actives have a fitted effect of over 40% in size
# HT1080-NT tox = kills 2HG-producing HT-1080-NT fibrosarcoma cells | HT-1080-NT fibrosarcoma viability, CellTiter-Glo ATP luminescence, 48 h | Potency, µM (series often up to 46.1 µM), without a hit: top-dose activity, negative = less viability, most hits filed as cytotoxic | 1.6% of 360,000 active | AID 686970;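 also: NT is the 2HG producing partner of a matched IDH1 knockdown line; potency is read from the fitted curve at half-maximal effect; 0% = DMSO-treated cells and -100% = media-only wells without cells; nearly all actives have a fitted effect of over 55% in size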
#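 Read-out is CellTiter-Glo luminescence after 10 minutes at room temperature, following 48 hours' compound treatment of HT-1080-NT cells (750 cells/well, RPMI, 5% FBS, 37 degrees C).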
# KB-3-1 tox = kills parental KB-3-1 adenocarcinoma cells | KB-3-1 viability, CellTiter-Glo ATP luminescence, 72 h | 1.4% of 400,000 active | Potency, µM (doses to about 46.1 µM), for the others: at the highest dose activity change, negative = cytotoxic, actives largely listed as cytotoxic; also: potency is read from the fitted curve at half-maximal effect; % is scaled to controls: 0 for no effect and ±100 for the full control effect; nearly all actives have a fitted effect of over 60% in size
#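 Cells are dispensed, compounds pinned in, plates held at 37 °C for 72 h, then CellTiter-Glo is added and luminescence read after 10 minutes. Cell line: parental KB-3-1 in phenol-red-free DMEM, 10% FBS.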
# IL-1B inflam inh = inflammasome signaling inhibition, IL-1 beta readout; activity change, % at 57.5 µM; THP-1 LPS/ATP IL-1B secretion, AlphaLISA, 16 h; active compounds read low; 4.7% of 360,000 active; in the data active = activity change below about -50%; inconclusive = mostly about -30% to -49%; also: % is scaled to controls: 0 for no effect and ±100 for the full control effect
#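 THP-1 cells pretreated 1 hr with compounds (up to 57.5 uM final), then stimulated with LPS (250 ng/mL final) plus ATP (1.25 mM final); secreted IL-1B measured by AlphaLISA after 16 hr, decreased signal indicating inhibition.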
# KB-V1 cytotox = kills drug-selected multidrug resistant KB-V1 cells. KB-V1 MDR cells viability, CellTiter-Glo, 72 h. Potency, µM (doses to about 46.1 µM), for the others: at the highest dose activity change, negative = cytotoxicity, hits mostly cytotoxic. 3.4% of 400,000 active. AID 1347076; also: potency is read from the fitted curve at half-maximal effect; % is scaled to controls: 0 for no effect and ±100 for the full control effect; nearly all actives have a fitted effect of over 60% in size
#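 Drug-selected KB-V1 cells, grown in DMEM lacking phenol red with 10% FBS, receive compound titrations; after three days at 37 degrees C, surviving cell ATP is quantified by CellTiter-Glo luminescence and responses normalized and curve-fitted.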
# SW480 rereplic = DNA re-replication induction in SW480 cells; SW480 DNA re-replication, Hoechst DNA content imaging, 48 h; Potency, µM (series often up to 46.1 µM), for the others: top-dose re-replication activation, actives largely listed as activators; AID 624297; 1.8% of 340,000 active; also: potency is read from the fitted curve at half-maximal effect; % of control where 0% means no effect; nearly all actives have a fitted effect of over 55% in size
#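 Image-based read-out: total Hoechst fluorescence of nuclei (405 nm excitation, 500-530 nm emission), with hits raising the fraction of high-intensity nuclei. SW480 colon cells incubated 48 hr with compounds at 37 C.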
# ATXN2 expr inh = inhibitors of ATXN2 expression; 0.72% of 360,000 active; Potency, µM (series often up to 57 µM), for inactives: top-dose activity change, negative = inhibition, most hits filed as inhibitors; HEK-293 ATXN2-luciferase reporter, luminescence, 24 h; also: potency is read from the fitted curve at half-maximal effect; % is scaled to controls: 0 for no effect and ±100 for the full control effect; nearly all actives have a fitted effect of over 55% in size
#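 qHTS (up to 57 uM final) was run with 24 h compound exposure of reporter cells at 37 °C. Each well was multiplexed: SteadyGlo luminescence measured ATXN2-luciferase expression after a fluorogenic Gly-Phe-AFC viability readout (25 uM final).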
# MCF10A rereplic = induces DNA re-replication in MCF 10a normal breast cells | MCF 10A DNA re-replication, Hoechst nuclear intensity, 48 h | AID 624296 | 2.9% of 350,000 active | Potency, µM (top dose mostly 46.1 µM), without a hit: top-dose activity, positive = re-replication, usual class: activators; also: potency is read from the fitted curve at half-maximal effect; % of control where 0% means no effect; nearly all actives have a fitted effect of over 50% in size
# HT1080 IDH1KD tx = kills HT-1080 cells with IDH1 knockdown; AID 686971; Potency, µM (series often up to 46.1 µM), without a hit: at the top dose activity, negative = toxicity, most hits filed as cytotoxic; HT-1080 IDH1 knockdown viability, ATP luminescence, 48 h; 2% of 360,000 active;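 also: potency is read from the fitted curve at half-maximal effect; 0% = DMSO wells and -100% = cell-free medium wells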
#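 Using the IDH1-knockdown HT-1080 line run in the same batch and compound series as the NT line, viability after 48 h at 37 °C was determined by CellTiter-Glo luminescence and expressed as % activity.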
# * = called active by the depositor; i = inactive; ? = inconclusive; · = no result given; [ ] = remark or other dose. Unless noted, calls follow the shape of the dose curve; as a rule, active = well fitted curve in the direction sought with a large enough effect; inconclusive = small, poorly fitted or top-dose-only effect, or another doubt; inactive = no such curve, though single readings can be large; an effect the other way counts as inactive or inconclusive.
compound,S2 tox,HT1080-NT tox,KB-3-1 tox,IL-1B inflam inh,KB-V1 cytotox,SW480 rereplic,ATXN2 expr inh,MCF10A rereplic,HT1080 IDH1KD tx
CC(C)(C)c1csc(Sc2ccc([N+](=O)[O-])cn2)n1,i,?,?,-93*,?,0%[9.22 µM],12%,?,?
COc1ccc(OCc2cc(C(=O)NCC3CCOCC3)no2)c(Cl)c1,i,0%,3%,-20,-4%,?,30%,2%,19%
COc1ccc(C(CNC(=O)c2ccc(C)c(S(=O)(=O)N3CCOCC3)c2)N2CCCC2)cc1 (stereo unspecified),i,-10%,8%,-7,-14%,12%,-1%,-2%,-3%
CC(C)CNC(=S)NC1CC2CCC(C1)N2Cc1ccccc1 (stereo unspecified),i,-1%,4%,-7,-7%,?,-9%,27%,6%
Cc1ccc(-c2nc3ccccc3c(=O)n2Cc2ccccc2)cc1,?,7%,-17%,-1,13µM*,0%,-14%,?,5%
COC(=O)C(Cc1cnc(Cl)s1)(C(=O)OC)c1ccccc1[N+](=O)[O-],i,-5%,10%,5,0%,0%,-2%,5%,-7%
Cn1cccc1CC(=O)N/N=C/c1ccco1,i,1%,0%,·,-2%,?,-23%,-4%,17%
O=C(O)c1c[nH]c2cc(C(F)(F)F)ccc2c1=O,i,0%,10%,17,-1%,-4%[9.22 µM],-4%,0%,3%
O=C(CCC1CC(=O)Nc2ccccc21)NCc1cccnc1 (stereo unspecified),i,-1%,12%,26,1%,-12%,0%,-6%,10%
COc1cc(/C=C2\C(=N)N3N=C(S(C)(=O)=O)SC3=NC2=O)cc(OC)c1OCCOc1cccc(C)c1,i,4%,-2%,-15,5%,-4%,-11%,12%,0%
CC1=C(c2ccc(F)cc2)S(=O)(=O)NC1=NCc1ccccc1F,i,·,-1%,·,1%,·,-3%,·,·
O=S(=O)(Nc1ccccc1Cl)c1ccc(-c2ccccn2)s1,i,1%,-14%,14,-4%,0%,0%,6%,-8%
O=C(NCCn1cc(SCc2ccc(Cl)cc2)c2ccccc21)c1cccs1,?,·,-7%,·,-13%,·,0%,·,·
CC(=O)c1ccc2c3c(cccc13)C(=O)N(c1c(C)nn(C)c1C)C2=O,i,-2%,-9%,3,16%,-5%,-6%,1%,4%
O=C(NCCO)C(=O)c1c(-c2ccccc2)cc2ccccn12,i,10%,-1%,24,?,-8%,4%,-1%,6%
O=C(NCc1ccccc1)C(=O)NCC1COc2ccccc2O1 (stereo unspecified),?,16µM*,-20%,64,5.2µM*,?,-14%,12µM*,10µM*
CCOC(=O)c1c(C)sc2c1N(C(C)=O)c1cc(Cl)ccc1S2,i,-20%,-12%,-15,-14%,10%,-15%,15%,-28%
COC(=O)c1cc2c(ccn2C)n1C,·,12%,3%,-25,0%,-14%,-19%,-6%,7%
COc1ccc(NC(=O)C2CCC(N3C(=O)C4CCCCC4C3=O)CC2)cc1 (stereo unspecified),i,-1%,26%,13,?,-1%,-26%,-2%,-10%
N=c1c(S(=O)(=O)c2ccc(Br)cc2)cc2c(=O)n3ccccc3nc2n1C1CCCC1,i,1%,0%,8,-7%,-4%,·,?,1%
COc1ccc(NC(=O)c2oc3ccccc3c2NC(=O)Cc2coc3c(C)c(C)ccc23)cc1,i,·,-1%,·,8%,·,3%,·,·
Cc1ccc(NC(=O)CSc2nc3ccc(NC(=O)c4cccs4)cc3s2)c(C)c1,i,·,?,·,2%,·,9%,·,·
Cc1ccc(S(=O)(=O)NCC(=O)N(CC(=O)NCC2CCCO2)Cc2ccc(Cl)cc2)cc1 (stereo unspecified),i,-6%,?,4,-7%,13%,11%,-15%,4%
NC(=O)Nc1ccc(C(=O)OCC(=O)N2CCc3ccccc3C2)cc1,i,5%,6%,-28,?,-14%,6%,3%,1%
c1ccc2[nH]c(NCCCN3CCOCC3)nc2c1,i,1%,3%,28,-5%,-2%,9%,2%,1%
CC(=O)c1cccc(-c2ccnc3c2CC(C(=O)Nc2ccc(Cl)cc2)O3)c1 (stereo unspecified),?,?,?,-8,?,·,?,·,16µM*
N#Cc1cn(N2CCCCC2)c(=O)[nH]c1=O,i,3%,-1%,11,10%,3%,4%,0%,-1%
Cc1cccc(C)c1OCC(O)CN1CCN(C(=O)c2ccccc2)CC1 (stereo unspecified),i,3%,10%,31,20%,·,·,·,5%
COc1ccc(CCNC(=O)C2COc3ccccc3C2)cc1OC (stereo unspecified),i,·,-1%,·,12%,·,-2%,·,·
CCCNC(=O)N[C@H]1CC[C@@H](CCn2cc(-c3cccc(F)c3)nn2)O[C@@H]1CO,·,14%,16%,17,3%,·,·,·,23%
COc1ccc(Nc2nc(N)nc(CN3CCOCC3)n2)cc1,i,5%,28%,-10,8%,-21%[9.22 µM],6%,-21%,2%
COc1ccc(CNC2CC(C)N(C)CC2C)cc1OC (stereo unspecified),i,1%,1%,9,-7%,1%,3%,-12%,1%
CCn1c(=O)c(C(=O)Nc2nc3ccccc3[nH]2)c(O)c2ccccc21,i,7.3µM*,12µM*,25,1.2µM*,?,-26%,9.2µM*,10µM*
CC(C)(C)OC(=O)N1CCC[C@H]1C(=O)NCc1ccc(F)cc1F,i,9%,5%,4,?,·,1%,·,13%
CC(C)CCNC(=O)CN(Cc1ccc2c(c1)OCO2)C(=O)CCC(=O)Nc1ccccn1,i,11%,2%,-5,-9%,-3%,-18%,0%,8%
O=C(O)c1cccc(Nc2ccncc2[N+](=O)[O-])c1,i,18%,18%,-7,22%,11%,-31%,9%,8%
CCCc1cc(CN(C)C(=O)CC2C(=O)NCCN2Cc2ccccc2C)[nH]n1 (stereo unspecified),?,7%,20%,0,29%,-4%,2%,2%,5%
CC(C)c1ccc2c(c1)-c1ccccc1S(=O)(=O)N2CC(=O)N1CCCCC1,?,·,-2%,·,4%,·,29%,·,·
COc1ccc(OC)c(CN2C(=O)CN(S(C)(=O)=O)CC2(C)C(=O)NC(C)C)c1 (stereo unspecified),·,9%,-5%,28,-6%,·,·,·,-17%
CCc1ccc(C2=C(C)C(N3CCC(C(=O)Nc4cccc(OC)c4)CC3)=NS2(=O)=O)cc1,i,·,0%,·,-7%,·,-15%,·,·
O=C(Cn1cncn1)NCc1cccc(OC(F)F)c1,i,27%,-8%,-8,4%,1%,-6%[11.3 µM],10%,10%
O=[N+]([O-])c1ccccc1S(=O)(=O)Nc1ccc2c(c1)OCCO2,i,6%,-6%,-10,6%,-7%,·,13%,5%
O=C(NCCCO)/C(=C\c1ccco1)NC(=O)c1ccco1,i,5%,2%,-3,21%,20%,·,-1%,1%
COc1ccc(-c2nn(-c3cccc(F)c3)c3c2cnc2cc(OC)c(OC)cc23)cc1,i,·,4%,·,-10%,·,1%,·,·
COc1cc(C(=O)N2CCN(C(=O)c3ccccc3)CC2)cc(OC)c1OC,i,8%,-4%,4,25%,2%,-9%,-6%,6%
COc1cc(CNC2CCCC2)cc(Cl)c1OCc1ccccc1F,·,?,21%,-76*,23µM*,-6%,20µM*,2%,13µM*
CC(=O)NCC(=O)OCC(=O)c1ccc(C)c(C)c1,i,25%,8%,13,-2%,9%,5%,-5%,0%
C/C(N)=C(/C#N)C(=O)CSc1nnnn1-c1ccc(C)cc1C,i,3%[9.24 µM],-14%,0,?,0%,35%[activator],-6%,?
CCOC(=O)CSc1nc(C)cc(C)c1C#N,i,-2%,0%,14,-6%,-3%,6%,23%,-2%
Cn1c(SCc2cccnc2)nc2cccnc21,i,0%,-4%,-14,6%,-3%,32%,15%,2%
CC(=O)Nc1ccc(S(=O)(=O)N2CCN(c3ccc(C(C)=O)cc3)CC2)cc1,i,·,-1%,·,-18%,·,0%,·,·
O=c1oc2ccccc2n1Cc1cccc(C(F)(F)F)c1,i,-9%,0%,-5,-10%,16%,9%,-3%,-6%
CCOC(=O)c1ccc(NC(=O)c2nc[nH]c2C(=O)N(C)Cc2ccccc2)cc1,i,-22%,3%,-5,-14%,-1%,-13%,?,-22%
CC(=O)Nc1cc2c(cc1C(=O)c1ccccc1)OCCO2,i,-2%,0%,0,19%,-2%,-7%,2%,0%
COc1ccccc1CNc1ccccc1F,i,2%,1%,16,?,-1%,15%,-15%,15%
COCc1c(C(=O)OCc2nc3ccsc3c(=O)[nH]2)oc2ccccc12,i,4%,22%,56,?,-20%,9%,-8%,3%

# More entries:
compound,S2 tox,HT1080-NT tox,KB-3-1 tox,IL-1B inflam inh,KB-V1 cytotox,SW480 rereplic,ATXN2 expr inh,MCF10A rereplic,HT1080 IDH1KD tx
O=C1CC(C(=O)N2CCc3ccccc32)CN1c1cccc(C(F)(F)F)c1 (stereo unspecified),i,11%,6%,0,?,-9%,-11%,-7%,-1%
Cn1nnnc1SCCNCc1ccccc1F,i,18%,11%,2,21%,0%,1%,?,11%
CN1CCC(=NNC(=O)c2ccc(N(Cc3ccc(Cl)cc3)S(C)(=O)=O)cc2)CC1,i,-12%,3%,-10,0%,-2%,-5%,-2%,2%
CCn1cnc2c1c(=O)n(CC(=O)NCC(C)C)c(=O)n2Cc1ccccc1,i,1%,7%,16,18%,-6%,10%,-4%,3%
CN(C(=O)CCNC(=O)Cn1cnc2ccccc2c1=O)c1ccc(F)cc1,i,4%,12%,14,4%,-2%,4%,1%,10%
CC(C)CNC(=O)c1cccc(NC(=O)CSc2ccc(Cl)cc2)c1,?,5%,21%,0,-39%,·,1%,0%,4%
CC(C)NC(=O)NC1C2CC3CC(C2)CC1C3 (stereo unspecified),i,9%,1%,38,3%,0%,0%,3%,6%

# Screening results as filed in PubChem BioAssay.
